Bioassay records from PubChem.
SENP7 inh – blocks the human protease SENP7. 330,000 tested, 1.5% active. inhibition, % at 5 µM. recombinant SENP7, Z-RLRGG-aminoluciferin luminescence, 40 min. Q9BQF6. AID 434973;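 active = inhibition above about 50% at the single test dose, limit read from the data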;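 also: plate controls were DMSO with enzyme for no effect and no enzyme buffer wells for full effect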
SENP8 block – SENP8 (human) protease inhibition. recombinant SENP8, Nedd8 substrate fluorescence. inhibition, % at 20 µM. Q96LD8. 360,000 tested, 0.64% active; in the data active = inhibition mostly above about 40%, no sharp cut-off; inactive = mostly below about 27%
Target sequence (Q96LD8 whole entry, looked up): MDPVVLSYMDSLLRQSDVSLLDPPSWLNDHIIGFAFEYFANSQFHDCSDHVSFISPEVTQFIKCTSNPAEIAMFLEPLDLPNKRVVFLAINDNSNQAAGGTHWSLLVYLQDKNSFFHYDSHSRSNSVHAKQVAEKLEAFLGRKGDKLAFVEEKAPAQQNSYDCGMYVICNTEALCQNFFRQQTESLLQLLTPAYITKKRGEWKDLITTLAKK
SENP6 block – SENP6 protease inhibition. Q9GZR1. Recombinant SENP6 catalytic domain, aminoluciferin luminescence. inhibition, % at 10 µM. 330,000 tested, 1.8% active;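 active = inhibition above about 50% at the single tested dose, limit read from the data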;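 also: plate controls were DMSO wells with enzyme for no effect and DMSO wells lacking enzyme for full effect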
HKDC1 inhibitor – blocks human hexokinase HKDC1 activity; recombinant HKDC1, G6PDH/diaphorase resazurin coupled fluorescence; inhibition, % at 20 µM; 340,000 tested, 0.16% active;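 active = inhibition above about 35% when tested at 20 µM, limit read from the data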;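 also: plate controls were DMSO wells with enzyme for no effect and DMSO wells lacking enzyme for full effect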
Target sequence (Q2TB90 whole entry, looked up): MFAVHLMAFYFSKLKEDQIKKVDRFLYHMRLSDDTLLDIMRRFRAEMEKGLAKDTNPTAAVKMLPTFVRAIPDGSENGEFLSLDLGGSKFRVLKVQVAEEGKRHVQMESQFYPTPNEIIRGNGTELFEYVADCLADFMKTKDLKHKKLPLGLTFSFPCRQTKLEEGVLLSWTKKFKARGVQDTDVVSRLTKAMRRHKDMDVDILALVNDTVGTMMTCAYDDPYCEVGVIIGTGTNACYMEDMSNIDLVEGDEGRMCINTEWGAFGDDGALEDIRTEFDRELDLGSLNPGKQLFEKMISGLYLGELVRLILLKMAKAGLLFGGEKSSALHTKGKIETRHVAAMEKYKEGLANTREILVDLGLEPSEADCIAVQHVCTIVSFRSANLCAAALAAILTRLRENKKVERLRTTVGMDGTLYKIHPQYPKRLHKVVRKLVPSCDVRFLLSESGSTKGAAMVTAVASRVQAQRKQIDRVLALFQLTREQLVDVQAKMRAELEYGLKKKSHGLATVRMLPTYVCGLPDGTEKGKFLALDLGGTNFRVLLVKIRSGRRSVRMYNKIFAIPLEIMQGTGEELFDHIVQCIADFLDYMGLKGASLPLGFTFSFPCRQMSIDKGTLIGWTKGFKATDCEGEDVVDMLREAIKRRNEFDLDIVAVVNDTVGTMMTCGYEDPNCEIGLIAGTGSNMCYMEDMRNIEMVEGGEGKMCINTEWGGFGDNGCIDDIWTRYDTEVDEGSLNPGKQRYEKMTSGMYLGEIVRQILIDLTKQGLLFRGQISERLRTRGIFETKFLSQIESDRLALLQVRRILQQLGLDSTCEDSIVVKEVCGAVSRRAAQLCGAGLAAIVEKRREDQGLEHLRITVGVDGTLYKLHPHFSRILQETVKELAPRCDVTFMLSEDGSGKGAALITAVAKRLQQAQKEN
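Material – in-house recombinant HK5 (HKDC1) enzyme · Quantity – HKDC1 at 5 µg/mL · Buffer or medium – pH 8.0 Tris buffer with 10 mM MgCl2 · Reagent – glucose with 1 mM ATP · Dosing – single 20 µM dose · Times – reaction time 90 min, room temperature, protected from light · Technique – resorufin fluorescence at 613 nm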
ATG4B inhibitor – blocks human ATG4B protease cleavage of LC3 substrate | Q9Y4P1 | ATG4B cleavage of LC3-PLA2, NBD-HPC fluorescence, 1 h | inhibition, % at 8.33 µM | 340,000 tested, 0.51% active; in the data active = inhibition above about 40%
GRIN3A LBD mod – modulates the human NR3A ligand-binding domain | NR3A LBD differential scanning fluorimetry, Tm shift; 0% = protein alone, 100% = glycine-bound protein | Tm shift relative to glycine control, % at 25 µM | 340,000 tested, 2.5% active | AID 1259313;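 active = melting temperature shift of at least 10% of the positive control shift, at one fixed dose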
MPTP block – permeability transition pore inhibition. isolated mouse mitochondria, Ca2+ swelling absorbance, 30 min. inhibition, % at 10 µM. 360,000 tested, 1.4% active. AID 602449;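 active = inhibition of 50% or more, scaled per plate between neutral and stimulator controls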;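 also: 0% = DMSO wells given calcium and 100% = 1 mM EGTA wells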
PfGluPho inh – PfG6PD (Plasmodium falciparum) enzyme inhibition. PfGluPho enzyme, NADPH resazurin-diaphorase fluorescence. inhibition, % at 20 µM. 350,000 tested, 0.78% active;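 active = inhibition reaching at least a set limit at 20 µM in the primary screen, cut at about 59% in these data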;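 also: 0% = DMSO wells with substrate and 100% = DMSO wells lacking glucose-6-phosphate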
An asterisk follows results filed as active; x = no result given.

SMILES	SENP7 inh	SENP8 block	SENP6 block	HKDC1 inhibitor	ATG4B inhibitor	GRIN3A LBD mod	MPTP block	PfGluPho inh
O=c1c2cc(NC(=S)NC3CCCC3)ccc2nc2n1CCCCC2	-3.0	-14.9	7.2	-4.7	4.7	0.4	-1.6	-13.4
O=C(NCCc1cn2ccccc2n1)c1cc(COc2c(F)cccc2F)on1	3.6	-4.4	-4.9	-6.9	14.5	-1.0	-1.4	-8.2
CSc1ccc(-c2nnn(Cc3ccc(Br)cc3)n2)cc1	-1.0	16.6	-11.2	2.2	-1.0	1.3	-0.6	23.7
COc1cscc1C(=O)O	-1.7	23.8	-8.6	-4.4	-10.5	0.2	2.6	-4.3
COCC1CCN(C(=O)c2ccc3oc(Cc4ccccc4)nc3c2)C1 (configuration not stated)	-9.5	0.2	-6.0	-5.4	21.6	-2.5	-0.6	-0.9
O=C(NCc1ccccn1)c1nnc(Cc2ccc(Cl)cc2)o1	-2.5	4.9	-6.8	-5.7	-2.1	-0.9	-1.7	2.0
O=C(CN1CCN(S(=O)(=O)c2ccc(Cl)cc2)CC1)NC1CCCC1	12.7	6.5	-5.4	-1.1	1.9	0.8	-0.5	-14.9
COc1ccc(S(=O)(=O)NCC(c2ccc(F)cc2)N2CCOCC2)cc1Br (configuration not stated)	-2.5	7.8	-6.9	2.6	0.2	-0.1	-1.0	0.9
CC(=O)c1cccc(N=Cc2c(O)ccc3ccccc23)c1	-1.2	-37.5	14.6	24.1	6.7	1.4	0.1	16.3
Cc1[nH]n(C(N)=S)c(=O)c1N=Nc1ccc(Br)cc1	82.3*	27.9	92.8*	-23.4	4.1	9.1	1.4	-28.6
O=C(CCNc1n[nH]c(=O)[nH]c1=O)N1CCCCC1	-3.1	9.8	-1.6	-6.3	-2.2	-0.2	-2.1	-2.9
CC#CCN(Cc1ccco1)C(=O)c1ccc(OC2CCN(Cc3ccccn3)CC2)cc1	-7.8	5.4	-9.1	-3.4	-3.4	-0.3	-0.2	-0.5
C#CCOCCOCCOCCNc1nc(N2CCN(C(=O)CCCCCCCCCCNC(=O)[C@H](CCCCN)n3cc(CCO)nn3)CC2)nc(N2CCN(C(=O)CCCCCCCCCCNC(=O)[C@H](CCCCN)n3cc(C[C@@H](C)CC)nn3)CC2)n1	4.6	x	-32.1	2.8	75.4*	19.9*	x	77.0*
CN1CCN(S(=O)(=O)c2ccc(Sc3nnnn3-c3ccccc3)c([N+](=O)[O-])c2)CC1	7.9	11.2	0.1	18.1	0.0	-0.1	0.0	17.1
Cc1noc(C)c1S(=O)(=O)Nc1ccc(C(=O)NCCc2ccccc2)cc1	2.8	23.9	-4.2	-0.6	0.9	-21.4	-2.4	-33.2
CC1CC(C)CN(CCCNC(=O)c2cc3c(=O)[nH]c4ccccc4c3n2C)C1 (configuration not stated)	11.6	-78.2	-8.1	4.4	-7.8	0.5	0.5	-2.9
CCOc1ccc(Nc2cc(C)nc(N3CCOCC3)n2)cc1	-3.2	-8.3	0.2	-10.8	-7.0	-0.2	-2.9	-2.6
NC(=O)c1ccccc1	0.9	11.4	-2.3	-2.6	-7.0	0.3	-2.8	2.7
Cc1ccc(-c2nc3ccccc3[nH]2)s1	97.2*	-482.8	97.0*	9.7	6.9	-4.5	-6.2	51.0
CCn1nc(CC(C)C)cc1C(=O)N1CCCC(Nc2ccc(F)cc2)C1 (configuration not stated)	-4.0	3.1	14.5	-0.9	8.4	2.2	0.6	9.1
COc1cccc(/C=C/C(=O)N2CCN(c3ccccn3)CC2)c1	-8.2	-9.9	-4.0	-2.4	-3.8	0.8	0.5	-7.4
Cn1cc(C(c2ccccc2OCC(=O)O)c2cn(C)c3ccccc23)c2ccccc21	6.0	8.3	-8.1	2.9	3.0	1.4	3.4	-38.0
C#CCOCCOCCOCCNc1nc(N2CCN(C(=O)[C@H](CCCCN)n3cc([C@@H](N)C(C)CC)nn3)CC2)nc(N2CCN(C(=O)[C@H](Cc3ccc(O)cc3)n3cc([C@@H](N)CC(C)C)nn3)CC2)n1 (some centres not stated)	-0.4	31.9	6.6	-4.2	3.5	1.8	-4.4	-3.9
CCOc1ccc(CC(=O)NNC(=O)NC2CCCCC2)cc1	-0.3	-2.7	-6.4	-7.7	6.4	3.2	-1.5	-0.2
C=CCN(CC=C)CCOc1ccc(C)cc1[N+](=O)[O-]	-9.4	9.8	-14.5	4.4	-3.5	0.2	2.9	5.9

Among those listed so far, three have an aryl methoxy group.
SMILES	SENP7 inh	SENP8 block	SENP6 block	HKDC1 inhibitor	ATG4B inhibitor	GRIN3A LBD mod	MPTP block	PfGluPho inh
COc1cscc1C(=O)O	-1.7	23.8	-8.6	-4.4	-10.5	0.2	2.6	-4.3
COc1ccc(S(=O)(=O)NCC(c2ccc(F)cc2)N2CCOCC2)cc1Br (configuration not stated)	-2.5	7.8	-6.9	2.6	0.2	-0.1	-1.0	0.9
COc1cccc(/C=C/C(=O)N2CCN(c3ccccn3)CC2)c1	-8.2	-9.9	-4.0	-2.4	-3.8	0.8	0.5	-7.4

The listing picks up; the two compounds before the break are reprinted first.
SMILES	SENP7 inh	SENP8 block	SENP6 block	HKDC1 inhibitor	ATG4B inhibitor	GRIN3A LBD mod	MPTP block	PfGluPho inh
CCOc1ccc(CC(=O)NNC(=O)NC2CCCCC2)cc1	-0.3	-2.7	-6.4	-7.7	6.4	3.2	-1.5	-0.2
C=CCN(CC=C)CCOc1ccc(C)cc1[N+](=O)[O-]	-9.4	9.8	-14.5	4.4	-3.5	0.2	2.9	5.9
CCOc1ccc2[nH]c(=O)c(CN(CCCO)C(C)=O)cc2c1	3.2	-485.9	3.3	-8.0	-11.8	-0.1	-1.2	8.7
Cc1ccc(CN(Cc2cc3cc4c(cc3[nH]c2=O)OCCO4)Cc2nnnn2Cc2ccco2)cc1	-1.8	-270.1	5.9	22.1	13.8	-2.5	-0.2	29.1
Cn1cccc1CNCc1ccc(F)cc1	-3.5	11.6	-19.1	3.7	6.5	-10.2	-0.6	-16.4
CCc1ccc(NC(=O)C(C)Oc2nnc(-c3cccs3)c(-c3cccs3)n2)cc1 (configuration not stated)	-9.2	9.1	-0.8	6.3	13.8	-8.1	-1.3	-11.7
CCN1CCN(CC(=O)c2cc(OC)c(OC)c(OC)c2)CC1	0.8	18.3	0.7	-10.1	5.1	-1.9	-0.1	21.0
Cc1cc(N2CCCC2)ccc1NC(=O)COc1ccc(Cl)cc1	10.6	-119.5	-10.7	0.3	-8.1	-0.9	-0.2	30.7
Nc1cc(C(=O)N2CCCC2)cc(C(=O)N2CCCC2)c1	-13.6	-10.1	-11.4	-10.3	-7.6	0.1	-0.5	-4.9
COc1ccc(N2CCN(c3nc(Nc4ccc(C)c(F)c4)nc(N4CCCC4)n3)CC2)cc1	1.1	13.4	-6.0	1.1	-1.5	-1.5	13.9	8.8
NNC(=O)CSCc1nc(-c2ccc(Cl)cc2)cs1	-2.0	19.9	-6.5	-5.5	0.9	-1.5	1.0	22.4
N#Cc1c(Nc2ccc(Cl)cc2)s[nH]c1=O	24.6	-22.7	58.6*	6.5	-0.4	2.9	2.9	21.3
O=C(CSc1c[nH]c2ccccc12)N1CCCc2ccccc21	-0.3	10.4	10.7	5.4	8.1	-3.7	0.7	29.7
Cc1cc(C)c(NC(=O)C2CC(=O)N(c3ccc4c(c3)OCCO4)C2)c(C)c1 (configuration not stated)	11.6	10.3	-4.0	-2.4	-0.2	-4.6	-0.1	-0.2
Clc1ccc(CN2CCN(/N=C/c3cccnc3)CC2)cc1	4.5	10.0	-2.5	-3.4	-9.4	-0.6	3.1	-0.2
Cc1ccc(S(=O)(=O)Nc2ccc(C(=O)OCC(=O)N(CCC#N)c3ccccc3)cc2)cc1C	-4.0	-0.9	-11.3	-3.6	-12.7	-14.3	1.6	-40.1
O=C(CSc1nncc2ccccc12)Nc1ccc(F)cc1	-7.4	1.5	-29.1	-7.4	-7.4	3.4	-0.3	-7.6
O=C(CSc1nnc(COc2ccc(Br)cc2)o1)N1CCOCC1	-6.2	17.1	-2.8	-4.2	-11.8	-1.0	2.4	10.7
COc1ccccc1-n1c(C)nc2cc(C(=O)O)ccc21	0.8	5.9	-20.0	6.8	-8.5	-0.6	-1.7	-16.5
COc1ccc(N2CC(C(=O)Nc3nc4ccc(F)cc4s3)CC2=O)c(OC)c1 (configuration not stated)	14.0	7.2	7.7	-6.2	-4.9	1.9	-0.5	-7.1
CC(=O)Oc1cccc(N2C(=O)C3C4C=CC(CC4)C3C2=O)c1 (configuration not stated)	0.5	3.6	7.4	-8.5	-5.9	0.6	5.4	8.9
CC(C)CNc1nnnc2c1sc1nc(N3CCOCC3)c3c(c12)CCCC3	9.0	-33.6	4.5	14.1	9.2	-1.4	1.3	-14.5
COc1ccccc1NS(=O)(=O)c1cccc(C(=O)NCC(c2cccs2)N(C)C)c1 (configuration not stated)	x	1.6	x	-7.7	-3.2	-1.2	1.0	-2.9
O=C(CN1C(=O)NC2(CCCC2)C1=O)OCc1ccc(Cl)cc1Cl	-9.5	12.4	-5.8	-0.3	-7.4	-0.4	-2.5	8.0
O=C(Nc1cc2c(cc1Br)OCCO2)c1ccc(=O)[nH]c1	8.0	-1.9	-0.1	2.3	-12.7	-1.2	-0.2	-4.8
O=C(OCCNC(=O)c1cc2ccccc2oc1=O)c1cccnc1	-4.4	-126.9	-1.0	0.9	-3.3	-0.8	-1.8	-19.3
CCOc1ccc(NC(=O)c2ccc(NC(=O)CN3C(=O)C(=O)N(CC(C)C)C3=O)cc2)cc1	3.9	-0.7	-5.7	-10.2	6.0	28.5*	-0.1	-12.1

(next part)
SMILES	SENP7 inh	SENP8 block	SENP6 block	HKDC1 inhibitor	ATG4B inhibitor	GRIN3A LBD mod	MPTP block	PfGluPho inh
Cc1nc2ccccc2n1C(=O)N(C)C	-4.4	-9.5	3.8	-9.7	-4.0	-1.0	-1.0	-9.2
CCOc1ccc(NC(=O)COc2cccc3c2CCN(Cc2cccnc2)C3=O)cc1	3.9	-3.0	-14.1	2.9	-2.4	8.2	1.6	0.9
Nc1cc(N)nc(SCc2nnnn2-c2ccc(Cl)cc2)n1	-1.3	13.0	-3.0	-10.6	31.7	-1.9	0.2	-2.2
CCCCn1c(N)c(N(Cc2ccccc2OC)C(=O)C2=COCCO2)c(=O)[nH]c1=O	11.7	1.5	-6.9	-2.9	-1.5	-2.2	-2.3	1.9
CCCC(C)NC(=O)c1ccccc1SC (configuration not stated)	-1.7	16.9	7.8	-4.3	30.0	-2.6	3.9	-9.4
CCOc1ccccc1CN1CCNC(=O)C1CC(=O)N(C)CCC1CCOCC1 (configuration not stated)	2.4	-22.2	-1.6	4.3	-5.9	4.8	-0.8	-4.3
CC(=O)c1ccc(N2CCN(S(=O)(=O)c3c(C(=O)N4CCCCC4)c(C)n(C)c3C)CC2)cc1	-9.4	-52.6	-3.0	-2.1	0.2	-2.2	-0.3	-8.1
Cc1ccc(N2C(=O)CCC(C(=O)O)C2c2cccs2)cc1 (configuration not stated)	8.4	5.1	-10.8	-8.6	1.3	-0.2	-0.9	4.5
COc1cccc(NC(=O)c2cc3c(=O)n4ccccc4nc3n(CC(C)C)c2=N)c1	6.6	-27.9	-0.9	2.0	-1.7	1.8	-0.6	-10.5
Cc1ccccc1NC(=O)c1nc2nccc(C)n2n1	18.9	2.9	-16.0	x	x	x	6.8	x
O=C(CSc1nnc(Cn2c(=O)sc3ccccc32)n1-c1ccccc1)N1CCOCC1	-2.2	9.8	-4.0	-6.7	-3.1	4.5	-1.0	50.1
Cc1cc(C)n(-c2cc(-n3nc(C)cc3C)ncn2)n1	-1.9	14.3	-21.4	0.0	-8.7	-0.3	0.2	11.6
O=C(COc1ccc2c(c1)OCO2)Nc1cccc(F)c1	32.1	4.3	45.1	-1.8	-6.6	-33.8	1.2	10.3
Cc1ccc(/C=N/NC(=O)c2c(-c3ccccc3)noc2C)o1	-2.7	25.3	2.5	4.3	-1.6	2.4	-1.1	36.1
CCC(=O)NCCc1nc2ccccc2n1Cc1ccccc1	-7.5	31.3	-8.2	-3.3	-7.8	0.4	-0.5	-12.5
Cc1cc([N+](=O)[O-])nn1CCCC(=O)Nc1cc(Oc2ccccc2)cc([N+](=O)[O-])c1	-5.6	25.8	-5.6	-7.8	54.5*	1.4	21.7	22.7
